Screening results deposited in PubChem BioAssay by National Center for Advancing Translational Sciences (NCATS).
aSyn yeast inh: inhibitors of alpha-synuclein toxicity in yeast | Yeast expressing alpha-synuclein, growth rescue, BacTiter-Glo, 24 h | Potency, µM (series often up to 46.1 µM), inactives show at the top dose growth rescue (activation), usual class: activators | actives 0.14% (n = 370,000); further: potency means the concentration at half of the fitted maximal effect; % of control where 0% means no effect; nearly all actives have a fitted effect of over 65% in size
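Screening used galactose-induced yeast with toxic alpha-synuclein levels, exposed to compound for 24 hr at 30 deg C. Cell growth, read with BacTiter-Glo luminescence, gave the measured signal.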
D3 ag: activates the human D3 dopamine receptor; D3R DiscoveRx beta-arrestin cells, luminescence, 90 min; max activation, %; actives 0.58% (n = 410,000); AID 652048; P35462; in the data active means max activation above about 30%; further: 0% is about no effect; mostly tested at two doses, the higher about 12 µM
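Agonist-mode cell screen: cells plated at 1500/well and incubated overnight at 37 °C, then exposed to library compounds for 90 min at 37 °C. Detection reagent was added for 30–60 min at room temperature, and luminescence was read.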
GLP-1R agonist: activates the human GLP-1 receptor | HEK293 GLP-1R CRE-luciferase, luminescence, 4-6 h; cells express a hypersensitive GLP-1R form | Potency, µM (top dose mostly 45.6 µM), for inactives: top-dose activation, usual class: activators | actives 0.007% (n = 380,000) | AID 624172; further: potency means the concentration at half of the fitted maximal effect; % of control where 0% means no effect
Target sequence (P43220 whole entry, looked up): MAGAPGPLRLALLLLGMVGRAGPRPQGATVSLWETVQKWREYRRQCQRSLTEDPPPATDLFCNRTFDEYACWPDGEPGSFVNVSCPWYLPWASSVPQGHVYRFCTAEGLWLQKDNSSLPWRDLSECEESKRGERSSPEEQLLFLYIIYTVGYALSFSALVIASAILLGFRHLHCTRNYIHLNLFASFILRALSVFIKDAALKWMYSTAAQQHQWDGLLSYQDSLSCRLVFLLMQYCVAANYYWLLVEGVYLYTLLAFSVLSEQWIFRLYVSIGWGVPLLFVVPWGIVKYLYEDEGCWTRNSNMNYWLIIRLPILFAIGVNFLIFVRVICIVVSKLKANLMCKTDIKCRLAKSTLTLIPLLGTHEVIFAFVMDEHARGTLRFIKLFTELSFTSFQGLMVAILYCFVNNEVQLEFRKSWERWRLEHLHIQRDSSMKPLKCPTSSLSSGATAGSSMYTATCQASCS
DRD3 antagonist: D3 dopamine receptor (human) antagonism. AID 652054. actives 2.5% (n = 360,000). max response, negative = inhibition, %. P35462. D3R cells, DiscoveRx beta-arrestin luminescence, antagonist mode; hits give low values; in the data active means max response below about -50%; inconclusive means no clear call, values can overlap the other calls; further: on the % scale 0 is the no-effect control and ±100 the full control effect; mostly tested at two doses, the higher about 12 µM
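Cells plated overnight at 1500 cells/well, then exposed to library compounds with dopamine controls for 90 minutes at 37 degrees C. DiscoveRx reagent added for 30–60 minutes at room temperature; luminescence read, quantitative HTS format.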
GLP-1R inv ag: GLP-1 receptor (human) inverse agonism; P43220; Potency, µM (doses to about 38.3 µM), inactives show at the top dose activity change, negative = inhibition, usual class: inhibitors; HEK293 GLP-1R CRE-luciferase, luminescence, 24 h; GLP-1R form is constitutively active; actives 1.6% (n = 410,000); AID 624417; further: potency means the concentration at half of the fitted maximal effect; on the % scale 0 is the no-effect control and ±100 the full control effect; nearly all actives have a fitted effect of over 55% in size
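Inverse agonism was detected as reduced cAMP-driven luciferase luminescence after 24 h compound treatment. The cells were HEK293 clones expressing constitutively active human GLP-1R with the reporter. Reporter-only and GPR119 cell lines served as counterscreen controls.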
KB-V1 MDR tox: kills drug-selected multidrug resistant KB-V1 cells. KB-V1 MDR cells viability, CellTiter-Glo, 72 h. Potency, µM (series often up to 46.1 µM), for inactives: top-dose activity change, negative = cytotoxicity, most hits filed as cytotoxic. actives 3.4% (n = 400,000). AID 1347076; further: potency means the concentration at half of the fitted maximal effect; on the % scale 0 is the no-effect control and ±100 the full control effect; nearly all actives have a fitted effect of over 60% in size
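Cells of the MDR subline KB-V1 are plated, dosed with compound at multiple concentrations, and incubated 72 h at 37 degrees C; CellTiter-Glo is then added and luminescence read after 10 min.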
TDP-43 yeast inh: TDP-43 toxicity inhibition in yeast | TDP-43 expressing yeast growth rescue, BacTiter-Glo, 24 h | Potency, µM (top dose mostly 46.1 µM), inactives show top-dose growth rescue (activation), usual class: activators | actives 1.8% (n = 410,000); further: potency means the concentration at half of the fitted maximal effect; % of control where 0% means no effect; nearly all actives have a fitted effect of over 50% in size
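Galactose-induced TDP-43 yeast, OD600=0.02, compound pinned; 24 hr, 30 deg C; BacTiter-Glo luminescence for growth. Inhibitors of TDP-43 toxicity read as activators.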
PTHR1 agonist: activates the human parathyroid hormone receptor PTHR1. HEK293 GP2 PTHR1 cells, GloSensor cAMP luminescence, 1 h. actives 0.075% (n = 410,000). Potency, µM (doses to about 115 µM), inactives show at the highest dose activation, most hits filed as activators. AID 743266. Q03431; further: potency means the concentration at half of the fitted maximal effect; nearly all actives have a fitted effect of over 55% in size; some results filed as inactive show a strong effect at the top dose; inactives centre near -15; many of its hits are not listed in these tables
Target sequence (Q03431 whole entry, looked up): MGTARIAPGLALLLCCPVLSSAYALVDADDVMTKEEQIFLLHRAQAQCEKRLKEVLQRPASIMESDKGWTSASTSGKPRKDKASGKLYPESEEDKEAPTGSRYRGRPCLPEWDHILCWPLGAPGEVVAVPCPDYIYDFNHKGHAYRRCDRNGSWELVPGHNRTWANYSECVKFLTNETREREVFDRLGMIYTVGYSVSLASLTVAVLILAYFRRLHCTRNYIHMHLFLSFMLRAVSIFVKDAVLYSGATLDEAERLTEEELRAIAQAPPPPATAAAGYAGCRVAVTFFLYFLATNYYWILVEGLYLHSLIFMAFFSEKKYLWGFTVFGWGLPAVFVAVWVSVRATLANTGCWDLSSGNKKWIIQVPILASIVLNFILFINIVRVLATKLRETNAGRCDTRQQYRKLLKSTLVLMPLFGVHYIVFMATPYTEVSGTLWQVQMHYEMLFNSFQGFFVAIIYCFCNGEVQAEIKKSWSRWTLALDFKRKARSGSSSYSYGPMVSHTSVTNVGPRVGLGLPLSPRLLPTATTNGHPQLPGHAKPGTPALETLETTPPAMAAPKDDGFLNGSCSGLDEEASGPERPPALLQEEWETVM
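HEK-293-derived GP2 cells expressing PTHR1 and a GloSensor cAMP reporter, 3,000/well, plated overnight, given luciferin plus IBMX (each 0.5 mM as added) for 1 h at 37 °C, then compound for 1 h at 37 °C. Luminescence was read after 15 min at room temperature.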
HEK293 tox: cytotoxic in the GLP-1 receptor inverse agonist counter-screen; HEK293 cAMP-luciferase reporter cells, luminescence, 24 h; Potency, µM (highest dose often 38.3 µM), without a hit: at the highest dose activity change, negative = inhibition, usual class: inhibitors; actives 0.13% (n = 410,000); AID 624418;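 further: loss of luciferase light is scored as toxicity; potency means the concentration at half of the fitted maximal effect; on the % scale 0 is the no-effect control and ±100 the full control effect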
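Luminescence readout: signal drop marks cytotoxicity. Plated cells grew 12 h at 37 °C, 5% CO2, received 23 nL compound for 24 h, then got luciferase reagent, read after 12 min at RT.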
* marks the source's active call; other numbers are inactive results; i = inactive; ? = inconclusive; . = no result given; [ ] = remark or other dose. Unless noted, the call rests on the fitted dose curve; in most records, active means well fitted curve in the direction sought with a large enough effect; inconclusive means small, poorly fitted or top-dose-only effect, or another doubt; inactive means no such curve, though single readings can be large; an effect the other way counts as inactive or inconclusive.

compound | aSyn yeast inh | D3 ag | GLP-1R agonist | DRD3 antagonist | GLP-1R inv ag | KB-V1 MDR tox | TDP-43 yeast inh | PTHR1 agonist | HEK293 tox
Cc1ccc(S(=O)(=O)N2CCN(c3ccc4nnc(-c5ccccc5)n4n3)CC2)cc1 | -0.1% | 1.1 | 12.7% | -2.2 | 7.4% | 0.0% | 10.5% | 21.0% | 3.7%
CCc1nc(SCC(=O)N2CCN(c3ccccc3)CC2)c2oc3ccccc3c2n1 | 2.9% | 47.6* | -10.5% | 13.1 | 0.0% | 13µM* | -18.6% | i | 13.7%
Cn1c(N)c(S(=O)(=O)N2CCCC2)c(=O)n(C)c1=O | -10.5% | 12.9 | -0.2% | 5.3 | -4.7% | ? | 1.4% | -10.2% | -1.5%
Oc1c(Br)cc(Br)cc1C=NCc1ccc(F)cc1 | -2.4% | -32.1 | -10.0% | -66.5* | ? | -11.5% | -26.9% | -12.6% | 46.7%[activator]
CSc1ccccc1NC(=O)COC(=O)/C=C/c1ccco1 | 1.1% | -9.9 | 2.8% | 0.0 | -8.5% | 15.2% | 5.01µM* | i | -6.0%
Cc1ccc(-n2c(C)c3c(C)nnc(C)c3c2C)cc1C | 0.8% | 1.7 | -1.2% | -57.9* | -13.9% | -5.8% | -16.3% | ? | 49.8%
CCCOc1ccc(N2C(=O)CC(N(CCc3ccc(OC)c(OC)c3)C(=S)Nc3ccccc3)C2=O)cc1 (stereo not given) | 2.6% | 5.5 | -4.4% | -6.4 | 5.62µM* | ? | 19.0% | i | -21.0%
CCOc1ccc(NC(=O)C[n+]2ccccc2)cc1 | -10.6% | -6.3 | -18.2% | 3.8 | 18.7% | -7.6% | -0.1% | -13.6% | 12.7%
CCc1ccc(NC(=O)COC(=O)c2cccs2)cc1 | 4.7% | 7.0 | 20.0% | 4.2 | 16.3% | -1.9% | -3.1% | -20.2% | 1.1%
Cc1ccc(C)c(N=Cc2cc3c(cc2[N+](=O)[O-])OCO3)c1 | -7.9% | -9.2 | -4.5% | 14.4 | 2.3% | 3.3% | -2.1% | -7.8% | 7.8%
Cc1ccc(Cn2cc(/C=N/NC(=O)Cc3nnc(NC(=O)c4ccc(C)cc4)s3)c3ccccc32)cc1 | -7.6% | 0.6 | 26.7% | -7.6 | 7.5% | 18.7% | 8.2% | i | 1.0%
Cc1ccnc(NS(=O)(=O)c2ccc(NC(=O)CN3C(=O)c4ccccc4S3(=O)=O)cc2)n1 | -11.7% | -2.1 | -3.0% | 10.0 | 3.6% | ? | 0.0% | -22.4% | 11.0%
COc1ccc(OC)c(-c2csc(NC(=O)c3ccc(F)cc3)n2)c1 | -30.4%[inhibitor] | 4.4 | -2.1% | 3.2 | 10µM* | -10.5% | 25.5% | -12.8% | -18.9%
CN(C(=O)CSC1=NCCS1)c1ccccc1 | 2.7% | -1.5 | -9.4% | 6.7 | 1.3% | -3.0% | 4.5% | -25.5%[57.5 µM] | -11.2%
Cc1c(Cl)cccc1NC(=O)C(=O)NCCc1csc(-c2ccc(C(F)(F)F)cc2)n1 | . | 2.8 | . | . | 4.0% | . | 16.8% | i | 6.6%
COCCn1c(C)cc(C(=O)COC(=O)CCS(=O)(=O)c2ccc(C)cc2)c1C | 1.5% | 1.7 | 2.8% | -7.7 | -1.3% | 15.6% | -20.5% | i | 2.3%
Cc1cc([N+](=O)[O-])ccc1NC(=O)C1CCCO1 (stereo not given) | -0.7% | 3.5 | -13.2% | -4.9 | 11.3% | -0.8% | 5.1% | i | -17.3%
Cc1cccc(C(=O)NCCC(=O)Nc2ccc(C#N)cc2)c1 | -5.1% | -1.9 | 15.6% | 0.3 | -9.8% | 5.6% | -13.5% | 6.4% | -1.2%
CC(C)NC(=O)Nc1ccc2c(c1)C(=O)N([C@@H](C)CO)C[C@@H](C)[C@H](CN(C)Cc1ccccc1)OCCCC[C@H](C)O2 | -29.2% | -6.1 | -1.8% | -8.8 | -6.0% | 9.5% | 0.0% | -20.9% | -15.6%
CCNC(=O)c1c(NC(=O)c2cc(-c3cc(C)cc(C)c3O)n[nH]2)sc2c1CCCC2 | -2.0% | -11.8 | 7.2% | -8.6 | -5.8% | 2.8% | -30.4% | i | -8.1%

Three entries from above, arranged by SMILES length, ascending:
compound | aSyn yeast inh | D3 ag | GLP-1R agonist | DRD3 antagonist | GLP-1R inv ag | KB-V1 MDR tox | TDP-43 yeast inh | PTHR1 agonist | HEK293 tox
CN(C(=O)CSC1=NCCS1)c1ccccc1 | 2.7% | -1.5 | -9.4% | 6.7 | 1.3% | -3.0% | 4.5% | -25.5%[57.5 µM] | -11.2%
CCNC(=O)c1c(NC(=O)c2cc(-c3cc(C)cc(C)c3O)n[nH]2)sc2c1CCCC2 | -2.0% | -11.8 | 7.2% | -8.6 | -5.8% | 2.8% | -30.4% | i | -8.1%
Cc1ccnc(NS(=O)(=O)c2ccc(NC(=O)CN3C(=O)c4ccccc4S3(=O)=O)cc2)n1 | -11.7% | -2.1 | -3.0% | 10.0 | 3.6% | ? | 0.0% | -22.4% | 11.0%

Continuation:
compound | aSyn yeast inh | D3 ag | GLP-1R agonist | DRD3 antagonist | GLP-1R inv ag | KB-V1 MDR tox | TDP-43 yeast inh | PTHR1 agonist | HEK293 tox
Cc1nc2ccc(C(=O)Nc3ccc4nc[nH]c4c3)cc2[nH]1 | -2.8% | 1.1 | -8.5% | -23.8 | -2.2% | 5.2% | 24.1% | -20.9% | 6.4%
CN(C)c1nc(N(C)C)n(C(=O)c2cccs2)n1 | -0.7% | -1.4 | 33.6% | -20.4 | 14.8% | 3.2% | 19.5% | -0.1% | 16.1%
CC(C)c1ccc(NC(=O)CCS(=O)(=O)c2ccc(Br)s2)cc1 | . | -4.2 | . | . | ? | -16.1% | -0.2% | ? | 2.4%
CC(C)CCOC(=O)/C(=C/c1ccco1)NC(=O)/C=C/c1ccccc1 | . | 5.5 | -6.9% | -7.0 | -4.0% | 20.3% | 0.2% | i | -18.3%
O=C(CNC1CCCCC1)Nc1ccc(Cl)cc1 | 8.3% | -11.0 | -5.1% | 11.2 | ? | -1.4% | -3.8% | -29.1% | 2.2%
CCCNC(=O)c1nn2c(C(F)(F)F)cc(-c3ccccc3)nc2c1Br | -1.1% | 2.5 | 9.4% | 21.1 | -14.2% | 16.7% | 2.2% | -14.3% | 0.1%
COC(C)(C)[C@@H](O)COc1c2ccoc2cc2oc(=O)ccc12 | 6.4% | 12.5 | 3.6% | 12.0 | 5.8% | 6.7% | 13.4% | i | -0.8%
CC(=O)Nc1ccc(NC(=O)c2cc(-c3cc(C)cc(C)c3O)n[nH]2)cc1 | 1.2% | 6.7 | 0.8% | 7.0 | ? | -1.0% | 26.1% | i | -6.5%
CN(C)c1ccc(C(=O)Nc2cc(C(F)(F)F)ccc2-n2cncn2)cc1 | 12.9% | 3.8 | 1.5% | 13.7 | -0.5% | -6.6% | 21.2% | i | -10.3%
O=C(CCCc1ccccc1)NCCc1ccccc1 | 8.7% | 3.9 | 15.4% | 9.8 | -3.0% | -2.5% | -7.8% | i | -2.3%
Cc1cc(OCc2ccccc2)ccc1/C(O)=C1/C(=O)C(=O)N(Cc2cccnc2)C1c1ccncc1 (stereo not given) | 9.6% | -2.1 | -1.4% | 6.9 | 2.4% | ? | 23.9% | i | 13.6%
CN(C)S(=O)(=O)c1ccc(N2CCCC2)c(C(=O)Nc2ccccc2)c1 | -1.8% | -10.9 | 2.3% | -4.3 | -7.1% | ? | -9.3% | i | 2.8%
CCOc1ccc(N2C(=O)CC(N(CCc3ccc(OC)c(OC)c3)C(=O)/C=C/C(=O)O)C2=O)cc1 (stereo not given) | -4.2% | 0.8 | -2.1% | -7.9 | 9.2% | 2.1% | -5.4% | i | 3.5%
Cc1nnc(SC/C=C/c2ccccc2)n(N)c1=O | 8.8% | 4.1 | 0.4% | -7.8 | -5.7%[7.66 µM] | -18.1% | -0.6% | i | 7.6%[7.66 µM]
C=C(C)COc1ccc(-c2nc(N)ncc2-c2ccc(Br)cc2)c(O)c1 | -43.0%[inhibitor] | 5.9 | 20.8% | 11.3 | ? | ? | 20µM* | i | -3.7%
Nc1c(C(=O)O)sc2nc(-c3ccccc3)cc(-c3ccc(Cl)cc3)c12 | -42.4%[inhibitor] | -6.5 | 5.8% | 0.0 | ? | ? | -14.5% | -70.3%[inhibitor] | 1.1%
CC1(C(=O)N2CCN(C(=O)c3ccco3)CC2)CC1(Br)Br (stereo not given) | 6.5% | 2.7 | 1.4% | 5.1 | 8.2% | 6.7% | 21.4% | -21.9% | -2.8%
CN1C(=O)C(c2nnc(Nc3cccc4ccccc34)s2)C2CC1(C)Oc1ccccc12 (stereo not given) | 23.0% | 0.1 | -0.1% | -8.9 | ? | ? | 16.2% | -2.6% | 2.2%
CN(C)c1ccc(S(=O)(=O)NCC(=O)OCC(=O)NC(=O)C2CCCCC2)cc1[N+](=O)[O-] | 2.2% | -0.4 | -3.0% | -8.5 | 15.0% | -16.6% | 1.2% | i | 3.1%
Cc1ccc(S(=O)(=O)N2CCC(C(=O)NCC3CC3)CC2)cc1 | 2.1% | 5.5 | 5.1% | 0.4 | -3.0% | 1.9% | -11.3% | -18.6% | -0.6%
CC(C)CCNC(=O)C(C)N(C(=O)c1snc(C(N)=O)c1N)c1cnc2ccccc2c1 (stereo not given) | -1.1% | 3.8 | 0.9% | 12.0 | 18.4% | -12.5% | -12.7% | i | -24.6%
Cc1ccccc1NC(=O)Cn1nnc(C(=O)NCc2cccs2)c1N | . | 2.0 | -1.1% | . | ? | -17.9% | 13.8% | -47.8%[inhibitor] | -16.2%

Not all compounds are listed, so the mix of outcomes need not match the whole.
